BH1578 lux ind – inducers of Vibrio cholerae quorum light production without autoinducers. activation, % at 18.7 µM. V. cholerae BH1578 lux reporter, luminescence, 6 h. 350,000 tested, 0.16% active; in the data active = activation mostly above about 9.7%, no sharp cut-off; inconclusive = no clear call, values can overlap the other calls; inactive = mostly below about 3.7%; also: not every result past the cut was called active; inactives centre near 0; reference of the scale not given here
3CLpro inhibitor – SARS-CoV 3CLpro protease inhibition | inhibition, % at 6 µM | 290,000 tested, 0.14% active | P0C6X7 | recombinant SARS-CoV 3CLpro, quenched FRET peptide cleavage; in the data active = inhibition above about 12%
TcdB inh – TcdB glycohydrolase inhibition; P18177; TcdB glycohydrolase enzymatic assay, plate reader; inhibition, % at 9.99 µM; 350,000 tested, 0.24% active; AID 652162; in the data active = inhibition above about 10%
Yp Topo-I inh – blocks Yersinia pestis topoisomerase I activity. AID 504884. Y. pestis Topo-I cleavage product accumulation, plate reader. 360,000 tested, 0.064% active. activity, % at 10 µM; in the data active = activity above about 50%, passing the limit was not always enough; inconclusive = no clear call, values can overlap the other calls; also: inactives centre near 2
SSB-PriA inh – inhibitors of Klebsiella pneumoniae PriA binding to SSB C-terminal tail | AlphaScreen SSBct-PriA binding, biotinylated peptide | inhibition, % at 33 µM | 430,000 tested, 0.6% active; in the data active = inhibition mostly above about 37%, no sharp cut-off; inactive = mostly below about 20%;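 also: plate controls were negative control peptide for no effect and reference peptide for full effect; strong numbers were not always called active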
MazEF act – MazEF (E. coli) toxin RNase activation. P0AE70. activation, % at 20 µM. 350,000 tested, 0.32% active. FAM/BHQ RNA-DNA oligo cleavage fluorescence, 5 h; in the data active = activation above about 50%
DUSP3 inh – DUSP3 (human) phosphatase inhibition. inhibition, % at 13.3 µM. recombinant VHR phosphatase, pNPP absorbance. 290,000 tested, 0.52% active. AID 1654; in the data active = inhibition above about 50%; also: some compounds called inactive have numbers as strong as hits
Rv3671c protease – inhibitors of M. tuberculosis serine protease Rv3671c; P9WHR9; AID 2606; 320,000 tested, 0.048% active; inhibition, % at 5.96 µM; in the data active = inhibition above about 38%;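 also: extracellular domain of Rv3671c used as enzyme; 0% = enzyme with DMSO and 100% = no enzyme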
Anthrax LF inh2 – inhibitors of Bacillus anthracis lethal factor protease. P15917. multiplex microsphere protease cleavage assay, LF. inhibition, % at 10 µM. 360,000 tested, 0.12% active. AID 588501; in the data active = inhibition above about 30%; inconclusive = no clear call, values can overlap the other calls; also: plate controls were buffer without enzyme for full effect and enzyme alone for no effect
PfHsp40 yeast – restores yeast growth despite PfHsp40 toxicity | S. cerevisiae expressing PfHsp40, growth rescue, ATP luminescence | growth rescue, % at 12.5 µM | 340,000 tested, 0.68% active; in the data active = growth rescue above about 28%, passing the limit was not always enough; inconclusive = no clear call, values can overlap the other calls;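 also: yeast W303a lacking pdr1 and pdr3 grown in galactose medium; growth measured after three days at 30 °C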
The depositor's hits bear a star; & = joins results of further samples. A portion of the library; count on the stated rates, not on these rows.

`COc1ccc(CCNC(=O)c2cc(=O)[nH]c3ccc(Br)cc23)cc1OC` gave BH1578 lux ind inactive, 3CLpro inhibitor 2, TcdB inh 0.4, Yp Topo-I inh 4, SSB-PriA inh -6, MazEF act 11, DUSP3 inh 21, Rv3671c protease 3, Anthrax LF inh2 -2 and PfHsp40 yeast 0.2.
Cc1cccc(C(O)(C(=O)NNC(=O)CN2CCN(C)CC2)c2cccc(C)c2)c1 was read as BH1578 lux ind -0.6, 3CLpro inhibitor 0, TcdB inh 5.7, Yp Topo-I inh 2, SSB-PriA inh -14, MazEF act 3, DUSP3 inh 0, Rv3671c protease 6, Anthrax LF inh2 0 and PfHsp40 yeast 1.0.
Screening COc1cc2c(C)nc(C)c(C#N)c2cc1OC returned BH1578 lux ind 2.8, 3CLpro inhibitor -5, Yp Topo-I inh -13, SSB-PriA inh -7, MazEF act -1, DUSP3 inh -10, Rv3671c protease -12, Anthrax LF inh2 0 and PfHsp40 yeast 0.2.
Screening CCCCc1ccc(NC(=O)Nc2cc(C)nn2C)cc1 returned BH1578 lux ind -0.6, 3CLpro inhibitor -1, Yp Topo-I inh 4, SSB-PriA inh 1, MazEF act 8, DUSP3 inh -1, Rv3671c protease -1, Anthrax LF inh2 6 and PfHsp40 yeast 0.0.
CCc1ccc(C(=O)Nc2cc(S(=O)(=O)N3CCOCC3)ccc2N2CCOCC2)cc1 was read as BH1578 lux ind inactive, TcdB inh 1.4, Yp Topo-I inh 4, SSB-PriA inh 3, MazEF act 3, Rv3671c protease -4 and PfHsp40 yeast 2.5.
Cc1ccc(C)c(NC(=O)c2cc(S(=O)(=O)N3CCCCC3)c[nH]2)c1 was read as BH1578 lux ind -0.1, 3CLpro inhibitor 5, TcdB inh 1.7, Yp Topo-I inh 6, SSB-PriA inh -5, MazEF act 9, DUSP3 inh 2, Rv3671c protease -5, Anthrax LF inh2 -10 and PfHsp40 yeast -0.3.
`Cc1nc(-c2ccc(F)cc2)c(CC(=O)N(C)CC(=O)Nc2cccc(F)c2)s1` gave BH1578 lux ind -0.5, TcdB inh 0.7, Yp Topo-I inh -2, MazEF act 1 and Anthrax LF inh2 2.
Screening COc1ccc(C(=O)OCC(=O)Nc2cc(S(=O)(=O)N3CCOCC3)ccc2N2CCCC2)cc1 returned BH1578 lux ind -0.4, 3CLpro inhibitor 4, TcdB inh 3.1, Yp Topo-I inh -15, SSB-PriA inh -9, MazEF act -15, DUSP3 inh 18, Rv3671c protease -3, Anthrax LF inh2 -3 and PfHsp40 yeast 1.0.
Screening CCCC(=O)N(Cc1cc(=O)[nH]c2ccccc12)c1ccc(C)cc1 returned BH1578 lux ind inactive, 3CLpro inhibitor -4, TcdB inh 1.5, Yp Topo-I inh 2, SSB-PriA inh 0, MazEF act 1, DUSP3 inh 16, Rv3671c protease -5, Anthrax LF inh2 -6 and PfHsp40 yeast 0.1.
COc1ccc(Cl)cc1S(=O)(=O)N1CCCC(C(=O)NCc2ccccn2)C1 (stereo not drawn) was read as BH1578 lux ind -1.3, TcdB inh 1.0, Yp Topo-I inh 1, SSB-PriA inh -10, MazEF act 1, Rv3671c protease -6, Anthrax LF inh2 -3 and PfHsp40 yeast 0.4.
For Cn1c(N)c(C(=O)CSc2nc3ccccc3c(=O)n2CCCN2CCOCC2)c(=O)n(C)c1=O the results were BH1578 lux ind inactive, 3CLpro inhibitor -3, TcdB inh 0.4, Yp Topo-I inh -1, SSB-PriA inh -5, MazEF act 10, DUSP3 inh 14, Rv3671c protease -10, Anthrax LF inh2 -8 and PfHsp40 yeast 0.0.
Cc1nc(-c2cccc(C(F)(F)F)c2)sc1C(=O)O was read as BH1578 lux ind -0.3, 3CLpro inhibitor -2, TcdB inh 0.6, Yp Topo-I inh -7, SSB-PriA inh -3, MazEF act 0, DUSP3 inh 8, Rv3671c protease -19, Anthrax LF inh2 1 and PfHsp40 yeast 0.7.
CC(Sc1nnnn1-c1ccccc1)C(=O)Nc1ccc(N2CCN(C)CC2)cc1 (stereo not drawn) was read as BH1578 lux ind -0.5, 3CLpro inhibitor 6, TcdB inh 0.6, Yp Topo-I inh -15, SSB-PriA inh 17, MazEF act 2, DUSP3 inh -6, Rv3671c protease -4, Anthrax LF inh2 -13 and PfHsp40 yeast 1.2.
Screening COc1ccc(NC(=O)CSc2nnc3ccc(-c4cccnc4)nn23)c(OC)c1 returned BH1578 lux ind inactive, TcdB inh 1.4, Yp Topo-I inh 7, SSB-PriA inh -2&-4, MazEF act 4, Rv3671c protease 5 and PfHsp40 yeast -1.3.
For COc1ccc(N(C(=O)c2ccc(Br)o2)C2C=CS(=O)(=O)C2)cc1 (stereo not drawn) the results were BH1578 lux ind -1.6, 3CLpro inhibitor -1, TcdB inh -0.7, Yp Topo-I inh 8, SSB-PriA inh -5, MazEF act 0, DUSP3 inh 20, Rv3671c protease -3, Anthrax LF inh2 -2 and PfHsp40 yeast -0.8.
Screening CC(=O)Nc1ccc(S(=O)(=O)Nc2ccc(N3CCOCC3)cc2)cc1 returned BH1578 lux ind inactive, 3CLpro inhibitor -2, Yp Topo-I inh -3, SSB-PriA inh -15, MazEF act 2, DUSP3 inh 10, Rv3671c protease 7, Anthrax LF inh2 6 and PfHsp40 yeast 0.2.
COc1ccccc1C(=O)NC(=S)/C=C1/N(C)c2ccccc2C1(C)C was read as BH1578 lux ind -0.2, 3CLpro inhibitor 4, TcdB inh -1.6, Yp Topo-I inh 17, SSB-PriA inh 2, MazEF act -8, DUSP3 inh 19, Rv3671c protease -28, Anthrax LF inh2 25 and PfHsp40 yeast 0.4.
COc1ncc(-c2ccc3c(c2)S(=O)(=O)c2cccc(C(=O)O)c2C3=O)cn1 was read as BH1578 lux ind -2.9, TcdB inh 0.3, Yp Topo-I inh 3, SSB-PriA inh -3, MazEF act 0, Rv3671c protease -4, Anthrax LF inh2 -2 and PfHsp40 yeast -0.1.
Screening CCCC1OC(c2cc3c(cc2Cl)OCO3)OCC1CC (stereo not drawn) returned BH1578 lux ind inactive, TcdB inh -1.0, Yp Topo-I inh 22, SSB-PriA inh -48, MazEF act 3, Anthrax LF inh2 3 and PfHsp40 yeast 1.6.
Screening CN1CCN(C(=O)c2cccc(-c3cc(O)c4ncccc4c3)c2)CC1 returned BH1578 lux ind -0.8, TcdB inh -30, Yp Topo-I inh -2, SSB-PriA inh 37, MazEF act 3, Rv3671c protease 4, Anthrax LF inh2 -13 and PfHsp40 yeast inconclusive.
For Cc1nn(-c2ccccn2)c(N)c1N=O the results were BH1578 lux ind -0.4, 3CLpro inhibitor -1, TcdB inh -2.1, Yp Topo-I inh -3, SSB-PriA inh 5, MazEF act 7, DUSP3 inh 0, Rv3671c protease 4, Anthrax LF inh2 4 and PfHsp40 yeast 0.7.
Screening CCOC(=O)/C(C#N)=C/c1c(N2CCN(Cc3ccc4c(c3)OCO4)CC2)nc2c(C)cccn2c1=O returned BH1578 lux ind -0.4, 3CLpro inhibitor -5, TcdB inh 1.3, Yp Topo-I inh 28, SSB-PriA inh 7, MazEF act -19, DUSP3 inh 27, Rv3671c protease -4 and PfHsp40 yeast -0.3.
N#CC1=C(SCC(=O)Nc2nccs2)NC(=O)CC1c1ccccc1 (stereo not drawn) was read as BH1578 lux ind -0.6, 3CLpro inhibitor -3, TcdB inh 6.7, Yp Topo-I inh -3, SSB-PriA inh 0, MazEF act -2, DUSP3 inh 42, Rv3671c protease 1, Anthrax LF inh2 -1 and PfHsp40 yeast -0.8.
For CCN(CC)c1ccc(NC(=O)CSc2nc3ccccc3c(=O)[nH]2)cc1 the results were BH1578 lux ind inactive, 3CLpro inhibitor -5, Yp Topo-I inh 17, SSB-PriA inh 6, MazEF act 2, DUSP3 inh 22, Rv3671c protease 4, Anthrax LF inh2 -2 and PfHsp40 yeast 9.1.
`O=C(NCC(c1cccs1)N1CCOCC1)C1CCN(S(=O)(=O)c2cccc(C(F)(F)F)c2)CC1` (stereo not drawn) gave BH1578 lux ind -1.6, TcdB inh 0.8, Yp Topo-I inh 5, SSB-PriA inh -18, MazEF act 4, Rv3671c protease -1, Anthrax LF inh2 -4 and PfHsp40 yeast 0.1.
`OCCC1CN(Cc2ccccc2-c2ccco2)CCN1Cc1ccccc1` (stereo not drawn) gave BH1578 lux ind inactive, 3CLpro inhibitor 5, TcdB inh -4.4, Yp Topo-I inh -3, SSB-PriA inh 7, MazEF act 2, DUSP3 inh 35, Rv3671c protease -9, Anthrax LF inh2 1 and PfHsp40 yeast -0.3.
For CCOC(=O)CCN(c1ccccc1)S(=O)(=O)c1ccc(-c2ccc(=O)[nH]n2)s1 the results were BH1578 lux ind 2.0, 3CLpro inhibitor 3, TcdB inh 1.6, Yp Topo-I inh 11, SSB-PriA inh 4, MazEF act 7, DUSP3 inh -2, Rv3671c protease -4, Anthrax LF inh2 -1 and PfHsp40 yeast 2.6.
`Cc1ccc(NCc2ccccc2O)c(C)c1` gave BH1578 lux ind -1.2, 3CLpro inhibitor 3, TcdB inh -0.9, Yp Topo-I inh -9, SSB-PriA inh 5, MazEF act 4, DUSP3 inh 18, Rv3671c protease -3, Anthrax LF inh2 -3 and PfHsp40 yeast -0.1.
For O=C1SC(SCc2ccccc2)=N/C1=C\c1ccco1 the results were BH1578 lux ind -0.2, 3CLpro inhibitor 0, Yp Topo-I inh 11, SSB-PriA inh 6, MazEF act 1, DUSP3 inh 7, Rv3671c protease -5, Anthrax LF inh2 -3 and PfHsp40 yeast 0.2.
Screening CCN(CC(=O)NCc1ccc(Cl)cc1)C(=O)c1oc2ccccc2c1C returned BH1578 lux ind -0.4, 3CLpro inhibitor 0, TcdB inh 1.0, Yp Topo-I inh 25, SSB-PriA inh -22, MazEF act 1, DUSP3 inh -5, Rv3671c protease 9, Anthrax LF inh2 -1 and PfHsp40 yeast -0.7.
COc1ccc(CCNC(=O)c2cc(S(=O)(=O)N(C)c3ccccc3)ccc2Cl)cc1 was read as BH1578 lux ind inactive, 3CLpro inhibitor 0, Yp Topo-I inh 16, SSB-PriA inh -16, MazEF act -10, DUSP3 inh -1, Rv3671c protease -16, Anthrax LF inh2 0 and PfHsp40 yeast -0.5.
For CCCN(C1CCS(=O)(=O)C1)S(=O)(=O)c1cc(OC)ccc1OC (stereo not drawn) the results were BH1578 lux ind -0.2, TcdB inh 0.5, Yp Topo-I inh -2, SSB-PriA inh -3, MazEF act 0, Rv3671c protease 1, Anthrax LF inh2 -7 and PfHsp40 yeast -1.3.
NCC(c1ccc(Cl)cc1Cl)c1c[nH]c2ccccc12 (stereo not drawn) was read as BH1578 lux ind inactive, 3CLpro inhibitor 3, TcdB inh -0.5, Yp Topo-I inh -29, SSB-PriA inh 15, MazEF act 14, DUSP3 inh 2, Rv3671c protease 12, Anthrax LF inh2 -11 and PfHsp40 yeast -0.1.
COC(=O)CNc1cccc(C(F)(F)F)c1 was read as BH1578 lux ind inactive, 3CLpro inhibitor -3, TcdB inh 0.6, Yp Topo-I inh 7, SSB-PriA inh 1, MazEF act 2, DUSP3 inh 22, Rv3671c protease 2, Anthrax LF inh2 -4 and PfHsp40 yeast -0.4.

Grouped by structure, the compounds so far with a COOH group.
Cc1nc(-c2cccc(C(F)(F)F)c2)sc1C(=O)O was read as BH1578 lux ind -0.3, 3CLpro inhibitor -2, TcdB inh 0.6, Yp Topo-I inh -7, SSB-PriA inh -3, MazEF act 0, DUSP3 inh 8, Rv3671c protease -19, Anthrax LF inh2 1 and PfHsp40 yeast 0.7.
COc1ncc(-c2ccc3c(c2)S(=O)(=O)c2cccc(C(=O)O)c2C3=O)cn1 was read as BH1578 lux ind -2.9, TcdB inh 0.3, Yp Topo-I inh 3, SSB-PriA inh -3, MazEF act 0, Rv3671c protease -4, Anthrax LF inh2 -2 and PfHsp40 yeast -0.1.

High-throughput results: PubChem BioAssay, several laboratories
